# From PubChem
# LAP4-GFP MLPCN = yeast TOR pathway LAP4-GFP modulation; S. cerevisiae LAP4-GFP multiplex, flow cytometry GFP, 3 h; median GFP as percent of DMSO wells; GFP response vs DMSO, % at 10 µM; 320,000 tested, 0.34% active;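 active = GFP response vs DMSO above a set limit, about the screen mean plus 3 SD, cut at about 150% in these data; inconclusive = under 70 cell events counted for the yeast strain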
# RPL19A-GFP yeast = alters RPL19A-GFP fluorescence in TOR pathway yeast screen; S. cerevisiae RPL19A-GFP strain, flow cytometry, 3 h; active compounds read low; percent response vs DMSO, % at 10 µM; AID 2025; 330,000 tested, 0.3% active;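 active = percent response vs DMSO below 50%; inconclusive = fewer than 70 events counted for the yeast strain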;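 also: median channel GFP fluorescence of the barcoded RPL19A-GFP strain; ratio of sample median GFP to plate DMSO average so 100% = DMSO; lower means less RPL19A-GFP as with rapamycin TOR inhibition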
# procasp7 counter = counter-screen: procaspase-7 (human) activation; AID 463210; recombinant procaspase-7, Ac-DEVD-pNA absorbance 405 nm; D23A/D198A/D206A triple mutant, cannot self-cleave; scale: DMSO 0, 5 µM enzyme 100; P55210; activation, % at 8.5 µM; 330,000 tested, 0.093% active;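 active = percent activation above the screen-wide mean plus 3 SD, cut at about 25% in these data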
#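 buffer or medium = Zinc-free HEPES/NaCl buffer, pH 7.4 | material = Procaspase-7 triple mutant (PC-7 D3A) | input = 2 µM procaspase-7 mutant as dispensed | signal = Epi-absorbance of released pNA at 405 nm, two timepoints | timing = 1 h preincubation, 2 h reaction | replicates = singlicate compound testing | evaluation = % activation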
# procasp3 activ = activates human procaspase-3. recombinant procaspase-3 D3A, Ac-DEVD-pNA absorbance 405 nm. activation, % at 8.5 µM. 330,000 tested, 0.11% active. AID 463141;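 active = activation above the mean of all tested compounds plus 3 SD, cut at about 21% in these data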;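 also: 0% = DMSO alone and 100% = DMSO wells spiked with extra 5 µM PC-3 D3A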
# Target sequence (P42574 whole entry D9A/D28A/D175A): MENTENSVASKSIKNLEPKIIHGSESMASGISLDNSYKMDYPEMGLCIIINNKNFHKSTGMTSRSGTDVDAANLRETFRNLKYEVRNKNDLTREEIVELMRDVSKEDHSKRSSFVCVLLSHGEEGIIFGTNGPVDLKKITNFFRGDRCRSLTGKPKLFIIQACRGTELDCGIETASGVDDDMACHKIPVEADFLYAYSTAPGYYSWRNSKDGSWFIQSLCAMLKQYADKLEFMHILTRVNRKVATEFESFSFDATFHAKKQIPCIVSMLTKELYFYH
#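 assay system = Procaspase-3 D3A mutant | signal = absorbance at 405 nm, 0 and 120 min | times = 1 h preincubation plus 2 h reaction at 25 °C | repeats = single replicate | read-out = % activation between DMSO and enzyme-spiked controls | medium = Zinc-free HEPES saline buffer with Triton X-100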
# MEP2-GFP yeast = alters MEP2-GFP fluorescence in TOR pathway yeast screen. S. cerevisiae MEP2-GFP strain, flow cytometry GFP, 3 h; 100% = DMSO control level. AID 2016. 330,000 tested, 0.51% active. GFP response vs DMSO, % at 10 µM;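 active = GFP response versus DMSO above a set limit, roughly screen mean plus 3 SD, cut at about 180% in these data; inconclusive = fewer than 70 cells counted for a yeast strain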;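 also: median GFP fluorescence of the barcode-gated MEP2-GFP cells per well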
# Yeast superoxide = caloric restriction mimetics inhibiting age-related superoxide in yeast; S. cerevisiae aged cells, superoxide DHE fluorescence; active compounds read low; superoxide response (% of plate mean), % at 10 µM; 330,000 tested, 0.18% active; AID 2690;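 active = superoxide response under a set limit, about three screen SD below normal, cut at about 65% in these data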;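 also: yeast aged for seven days with compound at 30 °C before DHE staining; 100% = average MFI of all compound-treated wells on the plate with controls excluded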
# AHR activator = human AHR activation | AHR-responsive luciferase reporter cells, luminescence | activation, % at 5 µM | P35869 | 320,000 tested, 2.5% active | AID 2796; in the data active = activation above about 47%;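 also: 0% = vehicle wells and 100% = reference agonist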
# Target sequence (P35869 whole entry, looked up): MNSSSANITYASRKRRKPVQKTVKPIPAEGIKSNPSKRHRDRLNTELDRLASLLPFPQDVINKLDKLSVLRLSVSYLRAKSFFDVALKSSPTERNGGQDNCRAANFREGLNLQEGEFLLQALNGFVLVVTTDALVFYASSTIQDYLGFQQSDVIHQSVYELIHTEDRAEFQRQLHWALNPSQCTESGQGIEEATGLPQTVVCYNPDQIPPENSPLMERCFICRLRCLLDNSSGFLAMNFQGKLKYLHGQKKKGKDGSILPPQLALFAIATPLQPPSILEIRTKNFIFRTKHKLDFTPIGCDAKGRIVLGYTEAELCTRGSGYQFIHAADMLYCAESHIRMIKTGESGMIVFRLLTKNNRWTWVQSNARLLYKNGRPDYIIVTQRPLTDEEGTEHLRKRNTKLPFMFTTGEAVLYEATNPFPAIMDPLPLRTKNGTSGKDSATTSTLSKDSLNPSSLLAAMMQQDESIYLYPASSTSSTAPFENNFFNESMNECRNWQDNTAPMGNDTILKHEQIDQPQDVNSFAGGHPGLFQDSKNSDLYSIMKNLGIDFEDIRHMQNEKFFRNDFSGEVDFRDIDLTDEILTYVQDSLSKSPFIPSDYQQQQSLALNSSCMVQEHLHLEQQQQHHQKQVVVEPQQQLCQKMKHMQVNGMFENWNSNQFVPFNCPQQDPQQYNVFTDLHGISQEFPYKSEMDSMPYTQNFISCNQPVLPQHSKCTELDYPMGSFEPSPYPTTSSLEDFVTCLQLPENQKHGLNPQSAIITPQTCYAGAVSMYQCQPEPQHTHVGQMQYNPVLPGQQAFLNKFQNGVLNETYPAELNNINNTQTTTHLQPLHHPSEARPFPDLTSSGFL
# JMJD2C inh = inhibitors of human GASC-1 (JMJD2C) demethylase | Q9H3R0 | GST-JMJD2C(1-420) H3K9me3 demethylation, DELFIA europium | inhibition, % at 2.35 µM | 330,000 tested, 0.069% active | AID 2099;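 active = more than half of a compound's replicate wells show inhibition beyond 50%, single wells judged on their own value; inconclusive = some, but no more than half, of replicates pass 50% inhibition; inactive = no replicate passes 50% inhibition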;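 also: signal counts dimethyl H3K9 product captured on neutravidin plate; 0% = median of DMSO wells and 100% = 0.3 times that DMSO median; strong numbers were not always called active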
# Starred values were filed as active, the others as inactive; ? = inconclusive; nt = not tested or not shown; & = joins results of further samples; [ ] = remark or other dose.
compound | LAP4-GFP MLPCN | RPL19A-GFP yeast | procasp7 counter | procasp3 activ | MEP2-GFP yeast | Yeast superoxide | AHR activator | JMJD2C inh
Cc1sc2nc(SCC(=O)NCCO)n(C)c(=O)c2c1C | 105 | 100 | 5 | 1 | 100 | 112 | 1 | -10
O=C(CN1CCN(S(=O)(=O)c2ccc(Cl)cc2)CC1)NC1CC1 | 91 | 100 | 8 | -9 | 93 | 87 | -3 | -12
CCOC(=O)CSC1=N/C(=C\c2ccc(OC)c(OC)c2)C(=O)N1C | 94 | 101 | -13 | -14 | 104 | 94 | 3 | -1
COc1ccc(N(CC(=O)Nc2cccnc2)S(C)(=O)=O)cc1 | 99 | 98 | 8 | 5 | 93 | 108 | 7 | 1
O=c1c2ccccc2nc(/C=C/c2cccc([N+](=O)[O-])c2)n1CCCO | 108 | 97 | 20 | 4 | 102 | 97 | 41 | 8
CC(=O)Nc1ncc(Cc2cccc(Cl)c2)s1 | 110 | 99 | 3 | 5 | 104 | 76 | 3 | 8
O=C1CCC(=O)N1c1ccc(S(=O)(=O)Nc2cccc([N+](=O)[O-])c2)cc1 | 81 | 108 | 9 | 4 | 101 | 99 | 0 | 1
CC1CCCCC1NC(=O)CN(C)S(=O)(=O)c1ccc2c(c1)CCC(=O)N2 (stereo not drawn) | 99 | 99 | -5 | -1 | 108 | 84 | -2 | 11
CCc1ccc(NC(=O)CNS(=O)(=O)c2c(C)noc2C)cc1 | 102 | 100 | 5 | -3 | 101 | 94 | 25 | 0
COc1cccc(CN2CCN(Cc3nc4c(s3)CCCC4)CC2CCO)c1 (stereo not drawn) | 79 | 99 | 3 | 1 | 99 | 91 | 2 | -4
Cc1ccc(-n2ncc3c2CC(C)(C)CC3NC(=O)c2ccc[n+]([O-])c2)cc1 (stereo not drawn) | 78 | 117 | -4 | -1 | 102 | 97 | 0 | -1
CCc1ccc(NC(=O)/C(C#N)=C/c2ccncc2)cc1 | 111 | 103 | 15 | 3 | 93 | 100 | 14 | -1

# Other entries follow:
compound | LAP4-GFP MLPCN | RPL19A-GFP yeast | procasp7 counter | procasp3 activ | MEP2-GFP yeast | Yeast superoxide | AHR activator | JMJD2C inh
Cc1cc(C(=O)NC2CCCc3ccccc32)c(C)o1 (stereo not drawn) | 104 | 101 | 2 | 7 | 103 | 103 | 7 | 5
Cc1ccccc1Nc1nnc(SCc2nc3ccccc3c(=O)[nH]2)s1 | 109 | 81 | 2 | 1 | 111 | 97 | 5 | 6
COc1ccc(N(CC(=O)Nc2ccc(C)cn2)S(=O)(=O)c2c(C)nn(C)c2C)cc1 | 108 | 95 | 10 | 4 | 95 | 92 | 3 | nt
CCn1cc(CN2CCCC(CNS(=O)(=O)c3cccc4cccnc34)C2)cn1 (stereo not drawn) | 106 | 101 | 2 | 1 | 120 | 113 | 4 | 5
Cc1noc(C)c1CSc1ncnc2sc(C)c(C)c12 | 117 | 96 | 1 | 5 | 101 | 107 | -2 | -5
COCCN1CCN(C(=O)c2ccc3c(c2)S(=O)(=O)c2ccccc2C3=O)CC1 | 111 | 102 | 2 | 10 | 94 | 92 | -2 | 8
O=C(CNC(=O)c1ccc(-c2ccccc2)cc1)OCc1c(F)cccc1Cl | 96 | 97 | -6 | 6 | 101 | 84 | -6 | -3
Cc1cc(C)nc(/N=C(\N)Nc2cccc([N+](=O)[O-])c2)n1 | 89 | 101 | 1 | 12 | 96 | 112 | 52* | 11
O=C(Nc1ccc(/C=C/c2nc3ccccc3o2)cc1)c1cccc(C(F)(F)F)c1 | 102 | 99 | 13 | -3 | 108 | 104 | 9 | 8
CCOc1ccc(NC(=O)CSc2nnc(Cc3cccn3C)n2-c2ccc(OC)cc2)cc1 | 94 | 102 | -5 | -8 | 100 | 139 | 0 | 0&1
COc1ccc(OC)c(NC(=O)CCCCCn2nnc3ccccc3c2=O)c1 | 102 | 103 | 3 | 2 | 101 | 94 | 1 | -3
CC(NC(=O)c1ccccc1F)c1nnc(SCC(=O)Nc2nnc(C3CC3)s2)n1C (stereo not drawn) | 88 | 95 | 0 | 9 | 93 | 100 | -1 | 0

# (continued)
SMILES,LAP4-GFP MLPCN,RPL19A-GFP yeast,procasp7 counter,procasp3 activ,MEP2-GFP yeast,Yeast superoxide,AHR activator,JMJD2C inh
CCC(=O)OCCNc1cc(Sc2nccn2C)c2nonc2c1[N+](=O)[O-],92,88,-11,-19,87,114,-1,11
O=C1C(Cc2ccccc2)Nc2ncnc(N3CCOCC3)c2N1Cc1ccc(Cl)cc1 (stereo not drawn),102,94,3,7,88,103,-6,9
O=C(Cn1cnc2c(oc3ccccc32)c1=O)N1CCCc2ccccc21,104,97,1,-1,110,100,8,13
N#CC1(NC(=O)CSc2nc3ccc([N+](=O)[O-])cc3s2)CCCCC1,104,97,2,-3,100,110,7,?
O=C1CC(N2CCSCC2)C(=O)N1c1ccccc1 (stereo not drawn),112,95,0,-18,90,104,2,3
CCOc1ccc(OCC)c(NS(=O)(=O)c2ccc3c(c2)CCN3C(=O)C2CCC2)c1,101,103,2,6,103,102,4,10
Cc1cc(Cl)ccc1OCCCC(=O)Nc1ccc(S(=O)(=O)Nc2ncccn2)cc1,104,101,-1,-2,98,109,1,0
Cc1cc(C(F)(F)F)nn1CC(=O)NNC(=S)Nc1cccc(Cl)c1,103,101,0,-4,107,103,1,-2

# More records:
SMILES,LAP4-GFP MLPCN,RPL19A-GFP yeast,procasp7 counter,procasp3 activ,MEP2-GFP yeast,Yeast superoxide,AHR activator,JMJD2C inh
CC(C)[C@H]1CN(C)CCN1Cc1cn(C)nc1-c1cccc(Cl)c1,94,103,6,6,101,106,0,0
CCCCN(CCCNC(=O)Cn1nc(CC)n2c(cc3sc(C)cc32)c1=O)Cc1ccccc1,101,98,6,7,108,104,1,7
COc1ccccc1S(=O)(=O)Nc1ccc2nc(C)sc2c1,94,99,-6,-6,97,99,0,4
CCOC(=O)N1CCN(C(=O)Cc2c(C(=O)O)n(C)c3ccccc23)CC1,96,93,6,-7,98,93,1,3
COc1cc(-c2csc(NC3CCCCC3)n2)cc(OC)c1OC,101,104,-13,-9,112,103,81*,21
O=C1Nc2ccccc2S/C1=C/Nc1cccc(Cl)c1,100,97,9,-1,99,84,42,26
COc1ccccc1C(=O)OCc1nc(N)nc(Nc2ccccc2C)n1,101,104,-5,6,100,124,4,4
CCCN(C(=O)c1ccc(OCC(C)C)cc1)c1c(N)n(Cc2ccccc2)c(=O)[nH]c1=O,105,93,-1,0,104,101,0,-1

# Later entries:
SMILES,LAP4-GFP MLPCN,RPL19A-GFP yeast,procasp7 counter,procasp3 activ,MEP2-GFP yeast,Yeast superoxide,AHR activator,JMJD2C inh
COc1cc(Cn2c(=O)oc3ccc(C)cc32)ccc1OC(C)C,100,98,-7,10,103,76,0,-28&2
COc1ccc2c(c1)CCN1C2CCN2C(=O)CCC21 (stereo not drawn),88,101,-2,4,99,114,34,-5
O=C(CNS(=O)(=O)c1cccs1)N1CCc2ccccc2C1,97,98,2,0,98,92,6,2
O=C(COC(=O)c1cccc(S(=O)(=O)N2CCOCC2)c1)NCCc1ccccc1,100[may fluoresce green],106[may fluoresce green],-4,4,99[may fluoresce green],107,5,-2
CNc1nc(-c2ccc3c(c2)CCN3C(=O)c2cccc(F)c2)cs1,115,90,-13,8,90,106,7,7
CC(=O)N1CCN(CC(O)COc2ccc(OCc3ccccc3)cc2)CC1 (stereo not drawn),92,95,-3,-9,93,101,0,4
Clc1ccc(/C=C/c2ncc3ccccn23)cc1,117,94,-2,3,91,89,9,0
O=C(Nc1ccccc1)c1cc2ccccc2c(=O)s1,104,99,8,1,80,102,18,-3

# Record cards (already shown).
# O=C(Nc1ccccc1)c1cc2ccccc2c(=O)s1 across the screens: LAP4-GFP MLPCN = 104; RPL19A-GFP yeast = 99; procasp7 counter = 8; procasp3 activ = 1; MEP2-GFP yeast = 80; Yeast superoxide = 102; AHR activator = 18; JMJD2C inh = -3
# Clc1ccc(/C=C/c2ncc3ccccn23)cc1 across the screens: LAP4-GFP MLPCN = 117; RPL19A-GFP yeast = 94; procasp7 counter = -2; procasp3 activ = 3; MEP2-GFP yeast = 91; Yeast superoxide = 89; AHR activator = 9; JMJD2C inh = 0

# Following part.
SMILES,LAP4-GFP MLPCN,RPL19A-GFP yeast,procasp7 counter,procasp3 activ,MEP2-GFP yeast,Yeast superoxide,AHR activator,JMJD2C inh
COc1ccc(C(=O)NC2CCN(S(=O)(=O)c3ccccc3)CC2)cc1,93,99,-3,0,104,106,-2,6
CCCOC(=O)C1=C(C)OC23OC(N)=C(C#N)C12C(=O)c1ccccc13 (stereo not drawn),91,88,5,-1,92,96,6,3
COc1cc(CN(CCN(C)C)Cc2ccccc2)ccc1OCc1ccccc1,77,101,10,3,99,111,-1,-6
NC(=O)C1CCN(C(=O)CNC(=O)c2ccccc2)CC1,97,96,-2,4,100,114,4,-28
COc1cccc(C2=NN(C(=O)c3cccs3)C(O)(C(F)(F)F)C2)c1 (stereo not drawn),114,104,-1,-93,93,98,10,1
COCCCNC(=O)Cn1nc(-c2ccc(C)cc2)ccc1=O,107,98,-1,15,103,106,-2,42
Cn1c(-c2ccccc2)cnc1SCC(=O)NCc1ccco1,101,102,-2,-6,107,95,0,4
O=C(CCC(=O)Nc1ccc(F)cc1)N/N=C/c1cc([N+](=O)[O-])ccc1O,91,102,-14,-4,98,100,4,12

# Later entries:
SMILES,LAP4-GFP MLPCN,RPL19A-GFP yeast,procasp7 counter,procasp3 activ,MEP2-GFP yeast,Yeast superoxide,AHR activator,JMJD2C inh
Nc1c(C(=O)c2cccs2)oc2ccccc12,103,97,-14,-23,89,107,49*,3
O=C(CN1CCN(c2cccc(Cl)c2)CC1)NCc1ccccc1,93,100,-2,-6,98,98,2,15
Cc1ccc2sc(N(CCCN(C)C)C(=O)CCS(=O)(=O)c3ccccc3)nc2c1C,88,104,-13,-4,102,111,1,20
COc1cc(OC)cc(C(=O)N[C@H](C(=O)OCC(N)=O)C(C)C)c1,95,98,2,6,109,117,0,3
O=C(Nc1cc(S(=O)(=O)N2CCCCC2)ccc1N1CCOCC1)c1cc(=O)[nH]c2ccccc12,102,98,2,7,103,101,-2,-9
CC(C)(C)C(=O)NCCN1CCN(C(=O)C(C)(C)C)CC1,90,97,7,3,96,86,2,13
Cc1ccc(C(=O)N2CCN(Cc3ccc4c(c3)OCO4)CC2)cc1C,108,89,6,6,115,99,-1,-35
CCCN1CCN(C(=O)CCCNC(=O)Cn2cnc3sc(C)c(C)c3c2=O)CC1,94,105,-5,8,100,107,-1,-7

# Another view of four compounds above.
# Second line of a record: LAP4-GFP MLPCN, RPL19A-GFP yeast, procasp7 counter, procasp3 activ, MEP2-GFP yeast, Yeast superoxide, AHR activator, JMJD2C inh
Cc1ccc2sc(N(CCCN(C)C)C(=O)CCS(=O)(=O)c3ccccc3)nc2c1C
  88, 104, -13, -4, 102, 111, 1, 20
COc1cc(OC)cc(C(=O)N[C@H](C(=O)OCC(N)=O)C(C)C)c1
  95, 98, 2, 6, 109, 117, 0, 3
O=C(Nc1cc(S(=O)(=O)N2CCCCC2)ccc1N1CCOCC1)c1cc(=O)[nH]c2ccccc12
  102, 98, 2, 7, 103, 101, -2, -9
CC(C)(C)C(=O)NCCN1CCN(C(=O)C(C)(C)C)CC1
  90, 97, 7, 3, 96, 86, 2, 13
